Screening results: PubChem BioAssay, Sanford-Burnham Center for Chemical Genomics
MT1-MMP act inh: blocks activation of human MT1-MMP; actives 0.061% (n = 360,000); AID 651647; HT1080 RFP-PRO-GFP cells, GFP/RFP ratio fluorescence, overnight; percent of plate control window, DMSO zero; GFP/RFP ratio change, % at 20 µM; P50281;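 active = GFP/RFP ratio change of at least 30% with cell ATP level not reduced by more than half and red fluorescence within 50% of control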; also: strong numbers were not always called active
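Assay system: RFP-PRO-GFP reporter HT1080 cells; read-out basis: GFP/RFP fluorescence ratio; benchmarks: DMSO wells and RFP-L50D-GFP cells; doses: 20 µM single dose, 1% DMSO; schedule: overnight cell settling, then overnight compound exposure, 37 °C, 5% CO2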
STEP block: inhibitors of human striatal-enriched phosphatase STEP. AID 588621. P54829. actives 0.25% (n = 360,000). recombinant STEP, OMFP fluorogenic substrate, fluorescence. inhibition, % at 20 µM;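 active = inhibition at 20 µM, scaled per plate between control wells, above about 37%, limit read from the data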;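 also: 0% = DMSO with enzyme and substrate and 100% = substrate only without enzyme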
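Test system: STEP tyrosine phosphatase / Reagent: OMFP at 25 µM / Doses: 20 µM, 1% DMSO / Read-out: percent inhibition scaled to no-enzyme and uninhibited-enzyme controls, plate-pattern corrected / Detection: FITC-channel fluorescence of OMFP product / Medium: Bis-Tris buffer pH 6.0, 2.5 mM DTT, 0.005% Tween 20 / Schedule: 20 min at room temperature, dark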
SUMO1 PPI mod: modulators of human SUMO1-mediated protein-protein interactions. P63165. SUMO1 binding to a labelled peptide, TR-FRET, 1 h. inhibition, % at 20 µM. actives 0.33% (n = 360,000); in the data active = inhibition above about 37%
Target sequence (P63165 whole entry, looked up): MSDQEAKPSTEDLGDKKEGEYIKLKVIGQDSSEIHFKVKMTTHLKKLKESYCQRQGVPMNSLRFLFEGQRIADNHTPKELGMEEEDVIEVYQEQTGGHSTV
SKN-1 inh: inhibitors of C. elegans SKN-1; C. elegans VP596 Pgst-4::GFP/RFP ratio, acrylamide-induced, 24 h; inhibition, % at 21.8 µM; actives 0.49% (n = 360,000);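 active = interference check ratio from 0.5 to 1.5 plus GFP to RFP signal ratio inhibition reaching or exceeding a fixed threshold, cut at about 30% in these data, passing the limit was not always enough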; also: some compounds called inactive have numbers as strong as hits
DNMT1 block: blocks human DNA methyltransferase DNMT1 | DNMT1 molecular beacon, Hinp1I cleavage, fluorescence | inhibition (reported as % activation of signal), % at 10 µM | actives 0.83% (n = 360,000); in the data active = inhibition above about 50%
Rpn11 inh: blocks the human proteasome subunit Rpn11; actives 0.59% (n = 360,000); human 26S proteasome, Ub4-pepOG fluorescence polarization; 20S core pre-blocked with epoxomicin; calls only at 20 µM; AID 588493;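 active = inhibition at 20 µM, scaled to each plate's controls, above about 33%, limit read from the data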
LMPTP block: blocks human LMPTP phosphatase; recombinant LMPTP-A, OMFP fluorogenic substrate, fluorescence intensity; inhibition, % at 20 µM; actives 0.22% (n = 360,000); AID 651560;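 active = compounds that cut the enzyme signal by at least half of the control window in the single-dose screen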;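 also: plate controls were DMSO wells with enzyme plus substrate for no effect and substrate without enzyme for full effect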
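Test system: LMPTP-A, protein tyrosine phosphatase of low molecular weight; Input: 0.625 nM enzyme; Incubation: 50 min dark incubation at room temperature; Signal: endpoint fluorescence intensity from OMFP dephosphorylation; Read-out basis: % inhibition versus control wells.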
NRP1-CendR mod: alters CendR peptide binding to human NRP-1 | O14786 | FAM-RPARPAR peptide binding to NRP-1, fluorescence polarization | inhibition, % at 25 µM | actives 0.85% (n = 360,000) | AID 602438;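 active = inhibition or corrected inhibition above about 18%, plus a signal ratio from 0.5 to 1.5, limit read from the data, passing the limit was not always enough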; also: strong numbers were not always called active
Target sequence (O14786 whole entry, looked up): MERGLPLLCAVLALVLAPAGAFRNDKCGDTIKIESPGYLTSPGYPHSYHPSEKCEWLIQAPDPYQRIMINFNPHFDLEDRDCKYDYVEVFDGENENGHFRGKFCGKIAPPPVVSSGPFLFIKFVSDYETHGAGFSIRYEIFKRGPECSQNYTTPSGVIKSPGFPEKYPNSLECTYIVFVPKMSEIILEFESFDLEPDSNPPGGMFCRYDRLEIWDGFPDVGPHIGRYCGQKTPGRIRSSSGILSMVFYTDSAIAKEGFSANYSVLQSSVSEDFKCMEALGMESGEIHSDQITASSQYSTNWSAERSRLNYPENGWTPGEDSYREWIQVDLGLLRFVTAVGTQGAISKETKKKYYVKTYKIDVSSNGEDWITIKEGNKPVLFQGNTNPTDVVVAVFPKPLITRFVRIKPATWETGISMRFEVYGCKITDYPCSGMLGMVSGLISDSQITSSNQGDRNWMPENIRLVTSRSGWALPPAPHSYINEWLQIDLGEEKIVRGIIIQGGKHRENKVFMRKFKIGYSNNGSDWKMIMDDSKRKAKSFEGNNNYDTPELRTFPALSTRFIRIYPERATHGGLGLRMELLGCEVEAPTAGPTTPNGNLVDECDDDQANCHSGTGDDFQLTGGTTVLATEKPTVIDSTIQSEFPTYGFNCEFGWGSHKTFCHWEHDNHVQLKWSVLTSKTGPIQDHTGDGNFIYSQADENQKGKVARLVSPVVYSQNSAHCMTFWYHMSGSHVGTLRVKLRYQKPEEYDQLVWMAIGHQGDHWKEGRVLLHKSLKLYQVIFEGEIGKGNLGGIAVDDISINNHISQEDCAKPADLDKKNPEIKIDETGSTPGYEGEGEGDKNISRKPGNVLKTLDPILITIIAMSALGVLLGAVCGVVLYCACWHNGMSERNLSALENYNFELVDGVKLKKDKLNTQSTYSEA
NadD block: blocks S. aureus nicotinate mononucleotide adenylyltransferase. actives 0.78% (n = 360,000). purified NadD enzyme, colorimetric absorbance read-out. inhibition, % at 20 µM. AID 602399; in the data active = inhibition above about 26%; also: some compounds past the cut are filed as inactive
Scp-1 inhibitor: inhibitors of human Scp-1 phosphatase. Q9GZU7. Recombinant Scp1, phosphopeptide, malachite green phosphate absorbance. inhibition, % at 20 µM. actives 0.88% (n = 340,000). AID 493091;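 active = inhibition above about 50% at 20 µM, limit read from the data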;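 also: plate controls were DMSO wells with enzyme for no effect and wells lacking enzyme for full effect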
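Test system: SCP-1 phosphatase catalytic domain, residues 76-261; measured by: colorimetric phosphate reagent with accelerator and stabiliser, absorbance at 630 nm; timing: enzyme reaction 45 min at room temperature, colour 5 min, stabilisation 30 min; also added: Phosphorylated 17-residue peptide substrate; compound dosing: one concentration, 20 µM, with 1.0% DMSO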
The depositor's hits bear a star; i = inactive; / = not tested or not shown; & = joins results of further samples.

SMILES	MT1-MMP act inh	STEP block	SUMO1 PPI mod	SKN-1 inh	DNMT1 block	Rpn11 inh	LMPTP block	NRP1-CendR mod	NadD block	Scp-1 inhibitor
C/C(=N/NC(=O)OC(C)(C)C)c1ccco1	1	-3	-2	-2	0	i	-2.2	-2	-3	-3
COc1ccc(NC(=O)N2CCN(S(C)(=O)=O)CC2)c(OC)c1	2	-4	0	5	1	i	-0.4	3	2	-5
CCNC(=S)N1CCC(C(=O)c2ccc(F)cc2)CC1	1	1	-3	8	3	i	-2.1	12	-7	/
O=C(Nc1ccc(S(=O)(=O)N2CCOCC2)cc1)c1cc([N+](=O)[O-])ccc1Cl	-9	2	-29	10	-1	i	0.7	9	-3	-2
O=C(CCN1C(=O)c2cccc3cccc(c23)C1=O)Nc1ccon1	-2	0	-15	4	3	i	0.7	9	-1	-1
CCc1ccc(/C=C2/C(=O)N(C)C(=S)N2CC(=O)OC)s1	1	0	-17	2	1	i	1.6	46	-9	-4
O=[N+]([O-])c1cccnc1N1CCC(c2cc(-c3ccc(Cl)cc3)n[nH]2)CC1	6	-2	-11	2	-6	i	4.4	6	-5	3
Cn1c(=O)c2c(nc(Oc3ccccc3)n2C)n(C)c1=O	-2	-1	8	11	3	i	-0.6	0	-7	-4
Cc1cc(C)nc(SCCN2CCOCC2)n1	3	1	3	4	1	i	-1.9	7	5	-6
COc1ccc(CNC(=O)C(=O)NCCCn2ccnc2)cc1	1	-2	-1	-3	-1	i	-0.7	2	-4	-5
CCCc1ccc(C(O)c2ncc(-c3ccc(OC)cc3)[nH]2)cc1 (stereo not drawn)	2	0	2	-2	0	i	-0.3	-8	-7	/
Nn1c(Cc2ccccc2F)nnc1SCn1nnc2ccccc2c1=O	4	-1	-5	-12	-2	i	-2.3	-4	1	-6
O=C(Nc1cccc(S(=O)(=O)NC2=NCCC2)c1)c1ccc(OC(F)F)cc1	3	0	6	-4	-3	i	-1.1	5	5	-5
Cc1ccc(OCc2nnc(SCC(=O)Nc3cc(C)on3)n2C)cc1	1	0	0	22	5	i	-1.8	3	-1	-3
Cc1nc(C)c(C(=O)NNC(=O)Nc2ccc(Cl)cc2)s1	-5	1	6	14	-7	i	-0.1	2	5	9
COc1ccccc1N1CCN(C(=O)CN2C(=O)c3ccccc3C2=O)CC1	-3	1	-11	-2	2	i	-1.0	-8	-2	-7
O=C(NCc1ccccc1)c1cccc(NC(=O)C2CCCCC2)c1	2	-2	3	4	3	i	0.4	10	-3	-4
Clc1ncccc1-c1nc2ccccc2n1Cc1ccccc1	0	0	-1	16	-5	i	0.9	1	4	-3
O=C(O)C1CCCN1c1ncccc1[N+](=O)[O-] (stereo not drawn)	-11	4	4	1	0	i	1.1	0	2	-9
O=C(CCc1nnc(-c2ccsc2)o1)NCc1ccccc1OC(F)(F)F	1	-3	0	5	1	i	-1.6	-14	-8	-7
CN(C)S(=O)(=O)c1ccc(NC(=O)Cn2ccsc2=N)cc1	-2	0	2	16	-1	i	0.3	-7	3	-10
CC(=O)c1ccc(Oc2ncnc(N)c2[N+](=O)[O-])cc1	-12	0	-34	8	2	i	-1.0	8	-6	-12
Cc1cc(NC2CCCCC2)nc(NCc2ccccc2)n1	-9	6	-3	2	4	i	13	-4	1	1
CCOC(=O)CN(C(=O)CSc1nnc(CNc2ccc(C)cc2C)n1CC)c1ccccc1	4	1	1	-1	1	i	-0.8	3	3	-1
COc1ccc(C2CCCN2CC(O)COc2ccccc2C(C)C)cc1 (stereo not drawn)	-5	0	-3	-5	0	i	1.3	-14	-6	61*
O=C1NCC(O)=C1C=NC12CC3CC(CC(C3)C1)C2	6&8	0&-4	2&0	-4&5	0&1	i	1.5&-0.3	1&-6	5&5	-11&-2
CCOc1nc(NC(=O)NS(=O)(=O)c2cccc(Cl)c2)nc(-c2ccccc2)n1	-2	3	0	5	1	i	-0.6	-5	-5	-5
COc1ccc(NS(=O)(=O)c2ccc3nc(COc4cccc5ccccc45)[nH]c3c2)cc1	2	-1	2	18	-26	i	4.0	7	38*	1
N#CC(C#N)=Cc1ccc(OCC(=O)N2CCOCC2)cc1	-4	-2	12	-1	3	i	-2.0	-11	-6	-2
CCS(=O)(=O)c1ccc(O)c(NC(=O)COc2ccc(OC)cc2)c1	2	0	1	3	0	i	0.9	8	1	-2
CCN([C@H](CO)CC(C)C)S(=O)(=O)c1ccccc1	4	-3	-1	0	4	i	-1.6	-8	-2	12
CCN(CC)S(=O)(=O)c1ccc(N2CCOCC2)c(NC(=O)COc2ccccc2C)c1	-2	1	3	11	-7	i	-0.1	14	-4	-10
COC(=O)C1=C(C)NC(=O)/C1=C\c1cc(C)n(-c2cccc(C)c2)c1C	-12	1	-3	13	-18	i	1.2	-13	32*	-3
CC1CCN(S(=O)(=O)c2ccc3c(c2)n(C)c(=O)n3C)CC1	5	2	10	-2	3	i	-2.4	-6	-7	-5
CCOC(=O)CN1C(=O)C(O)=C(C(C)=O)C1c1ccc([N+](=O)[O-])cc1 (stereo not drawn)	15	-2	-4	-24	0	i	-2.3	-1	-1	-11
Cc1cccc(NC(=O)C2c3ccccc3C(=O)N3CCc4ccccc4C23)n1 (stereo not drawn)	-6	-1	-6	10	0	i	-1.3	-10	1	0
COc1ccc(CN2CCN(C(C)C)C(CCO)C2)cc1Cn1cccn1 (stereo not drawn)	-1	-3	-1	-3	3	i	-1.9	1	0	5
CC1=C(C(=O)Nc2cccc(C(=O)NC3CCCC(C)C3C)c2)SCCO1 (stereo not drawn)	6	-1	-2	6	-1	i	0.5	3	-3	-9
Cc1cc(=O)c2ccccc2s1	-8	-2	-2	7	2	i	-1.4	8	1	-2
Cc1ccc(NC(=O)CSCC(=O)Nc2ccc(N3CCOCC3)cc2N2CCOCC2)cc1	-3	0	2	-6	1	i	-0.1	8	4	-4
O=C(NCCc1ccccc1)c1cccc(S(=O)(=O)N2CCCCC2)c1	5	1	1	0	1	i	1.7	6	0	1
O=C(COc1ccccc1F)N/N=C1\CCCc2ccccc21	13	2	-2	11	-3	i	-1.2	-6	0	0
COc1ccc(CNC(=O)CN2CCN(C(c3ccccc3)c3ccccc3)CC2)cc1	0	-2	0	2	2	i	0.3	6	-11	6
O=C1c2cccc3cccc(c23)C(=O)N1CCc1ccccc1	-5	-1	-23	16	-2	i	3.4	8	-1	-14
COc1cc(CN2CCCC(N3CCN(c4ccc(F)cc4)CC3)C2)ccc1F (stereo not drawn)	2	2	0	7	0	i	-0.6	-3	-4	-6
O=C(Cc1cccs1)NCCS(=O)(=O)N1CCN(c2ccccc2)CC1	-5	0	-3	-5	-4	i	-0.6	2	5	/
Cc1cc(C)n2nc(C(=O)N3CCCC(CNS(=O)(=O)c4cccs4)C3)cc2n1 (stereo not drawn)	2	-3	0	-2	1	i	-0.9	0	-10	-3
CC1=C(C(=O)Nc2ccc(F)cc2)C(c2ccncc2)C2=C(CCCC2=O)N1 (stereo not drawn)	3	-3	-1	1	9	i	0.5	0	2	5
COc1ccc(C(C)NC(=S)NCc2ccc(F)cc2)cc1 (stereo not drawn)	2	-1	1	8	2	i	-0.2	6	-5	-2
C=CCOc1ccc(NC(=O)C2CC(=O)N(C(C)C)C2)cc1 (stereo not drawn)	1	1	-3	-25	2	i	-0.4	2	-4	-4
CCCC(C)C(=O)Nc1nc(C)c(-c2csc(Nc3cc(OC)ccc3OC)n2)s1 (stereo not drawn)	-3	-2	-4	13	-22	i	2.8	-13	11	3

Some of the entries above in a different format:
Structure | MT1-MMP act inh | STEP block | SUMO1 PPI mod | SKN-1 inh | DNMT1 block | Rpn11 inh | LMPTP block | NRP1-CendR mod | NadD block | Scp-1 inhibitor
Cc1cc(=O)c2ccccc2s1 | -8 | -2 | -2 | 7 | 2 | i | -1.4 | 8 | 1 | -2
Cc1ccc(NC(=O)CSCC(=O)Nc2ccc(N3CCOCC3)cc2N2CCOCC2)cc1 | -3 | 0 | 2 | -6 | 1 | i | -0.1 | 8 | 4 | -4
O=C(NCCc1ccccc1)c1cccc(S(=O)(=O)N2CCCCC2)c1 | 5 | 1 | 1 | 0 | 1 | i | 1.7 | 6 | 0 | 1
O=C(COc1ccccc1F)N/N=C1\CCCc2ccccc21 | 13 | 2 | -2 | 11 | -3 | i | -1.2 | -6 | 0 | 0
COc1ccc(CNC(=O)CN2CCN(C(c3ccccc3)c3ccccc3)CC2)cc1 | 0 | -2 | 0 | 2 | 2 | i | 0.3 | 6 | -11 | 6
O=C1c2cccc3cccc(c23)C(=O)N1CCc1ccccc1 | -5 | -1 | -23 | 16 | -2 | i | 3.4 | 8 | -1 | -14
COc1cc(CN2CCCC(N3CCN(c4ccc(F)cc4)CC3)C2)ccc1F (stereo not drawn) | 2 | 2 | 0 | 7 | 0 | i | -0.6 | -3 | -4 | -6
O=C(Cc1cccs1)NCCS(=O)(=O)N1CCN(c2ccccc2)CC1 | -5 | 0 | -3 | -5 | -4 | i | -0.6 | 2 | 5 | /
Cc1cc(C)n2nc(C(=O)N3CCCC(CNS(=O)(=O)c4cccs4)C3)cc2n1 (stereo not drawn) | 2 | -3 | 0 | -2 | 1 | i | -0.9 | 0 | -10 | -3
CC1=C(C(=O)Nc2ccc(F)cc2)C(c2ccncc2)C2=C(CCCC2=O)N1 (stereo not drawn) | 3 | -3 | -1 | 1 | 9 | i | 0.5 | 0 | 2 | 5
COc1ccc(C(C)NC(=S)NCc2ccc(F)cc2)cc1 (stereo not drawn) | 2 | -1 | 1 | 8 | 2 | i | -0.2 | 6 | -5 | -2
C=CCOc1ccc(NC(=O)C2CC(=O)N(C(C)C)C2)cc1 (stereo not drawn) | 1 | 1 | -3 | -25 | 2 | i | -0.4 | 2 | -4 | -4
CCCC(C)C(=O)Nc1nc(C)c(-c2csc(Nc3cc(OC)ccc3OC)n2)s1 (stereo not drawn) | -3 | -2 | -4 | 13 | -22 | i | 2.8 | -13 | 11 | 3
